# Source: PubChem BioAssay
# RBX1-CUL1 inh – inhibitors of human ROC1-CUL1 ubiquitin ligase activity | in vitro K48 di-Ub FRET, acceptor:donor ratio, 45 min | 140,000 compounds, 0.6% hits | P62877+Q13616 | inhibition, % at 10 µM; in the data active = inhibition above about 25%
# Target sequence (P62877 whole entry, looked up): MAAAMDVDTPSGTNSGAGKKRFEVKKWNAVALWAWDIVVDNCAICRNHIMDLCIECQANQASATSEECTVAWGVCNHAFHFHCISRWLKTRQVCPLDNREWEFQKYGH
# Target sequence (Q13616 whole entry, looked up): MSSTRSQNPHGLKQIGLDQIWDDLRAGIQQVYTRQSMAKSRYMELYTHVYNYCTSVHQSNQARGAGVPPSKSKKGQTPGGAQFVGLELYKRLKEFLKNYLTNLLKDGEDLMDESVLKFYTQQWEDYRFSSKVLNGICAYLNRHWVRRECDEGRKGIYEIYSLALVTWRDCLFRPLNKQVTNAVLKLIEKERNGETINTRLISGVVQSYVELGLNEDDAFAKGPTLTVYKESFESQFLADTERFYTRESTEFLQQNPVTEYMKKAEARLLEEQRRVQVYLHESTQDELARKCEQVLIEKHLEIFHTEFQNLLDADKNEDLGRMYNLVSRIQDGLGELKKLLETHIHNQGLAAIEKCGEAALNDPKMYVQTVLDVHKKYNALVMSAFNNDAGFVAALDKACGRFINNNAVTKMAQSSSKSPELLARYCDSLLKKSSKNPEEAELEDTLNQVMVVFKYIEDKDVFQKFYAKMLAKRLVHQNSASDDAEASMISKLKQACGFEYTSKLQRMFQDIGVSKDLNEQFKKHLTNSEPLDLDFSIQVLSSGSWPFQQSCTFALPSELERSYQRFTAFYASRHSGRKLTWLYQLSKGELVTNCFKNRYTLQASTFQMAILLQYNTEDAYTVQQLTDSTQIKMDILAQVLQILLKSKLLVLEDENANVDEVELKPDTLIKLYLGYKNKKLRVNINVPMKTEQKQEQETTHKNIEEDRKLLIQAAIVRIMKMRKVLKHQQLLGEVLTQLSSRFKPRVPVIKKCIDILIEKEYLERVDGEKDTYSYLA
# The depositor's hits bear a star; & = joins results of further samples.
Structure | RBX1-CUL1 inh
COCCC(=O)N1CCC2(CCCN(Cc3cccc(F)c3F)C2=O)C1 (stereo not given) | 0
COc1ccc(OC)c(CCNC(=O)c2ccc3c(c2)N(Cc2ccccc2)CCS3)c1 | -8
C=CCNC(=O)c1ccc(C)cc1Cl | 6
COc1cccc(CNC(=O)Cn2c(SCC(=O)Nc3ccc(C)c(C)c3)nc3ccccc32)c1 | 2
CCOC(=O)CC1=NC2(CCCC2)Cc2cc(OC)c(OC)cc21 | -3
COc1cccc(-c2cnc(-c3ccncc3)nc2C2CCN(Cc3ccc(N(C)C)cc3)CC2)c1 | 6
Cc1ccc(N2C(=O)N(Cc3cccc(Cl)c3)c3ccccc3S2(=O)=O)cc1 | -1
N#Cc1ccc(-c2ccc(OCC(=O)Nc3cccnc3)cc2)cc1 | 8
CCOc1cc(Cl)c(C(C)NC(=O)c2ccccc2OC)cc1OCC (stereo not given) | -3
CCc1ccc2oc(-c3cccc(NC(=O)c4ccc(-c5cccc([N+](=O)[O-])c5)o4)c3)nc2c1 | 4
Fc1ccc2c(c1)C1C=CCC1C(c1ccncc1)N2 (stereo not given) | -5
Cc1ccc(C)c(NC(=O)CN2C(=O)COc3ccc(Cl)cc32)c1 | 4
O=C(c1cccc(COc2cccc(Br)c2)c1)N1N=C(C(F)F)CC1(O)C(F)F (stereo not given) | -4
Cc1ccc(C2N=C(N)Nc3nc4ccccc4n32)cc1 (stereo not given) | 3&6
CCOc1ccccc1CNCc1ccc(F)cc1 | -5
CC(Cn1cncn1)Nc1ccc(-c2nc(Cc3ccccc3)no2)cn1 (stereo not given) | -2
COc1ccc(OC)c(NC(=O)CN(C)C2CCCCC2)c1 | 1
CCCCN1C(=O)/C(=C/c2ccc(/C=C3\C(=O)N(CCCC)C(=O)N(CCCCl)C3=O)cc2)C(=O)N(CCCCl)C1=O | 11
O=c1c(Cl)c(Cl)c(Cl)nn1-c1ccc(Br)cc1 | -3
C=CCN1N=C(C(C)(C)C)Cn2c1nc1c2c(=O)n(C)c(=O)n1C | 6
CCOCCCN1C(=O)c2[nH]nc(-c3ccccc3O)c2C1c1ccc(CC)cc1 (stereo not given) | 3
O=c1cc(C2CCCN(Cc3cc(=O)n4c5c(cccc35)CCC4)C2)nc[nH]1 (stereo not given) | -8
CCCCc1nc2sc3c(c2c(=O)[nH]1)CCCCC3 | 0
Cc1cccc(Oc2coc3cc(OC(=O)c4ccc(Cl)cc4)ccc3c2=O)c1 | -5
CCN1C(=O)C(NC(C)=O)c2cccc(C(F)(F)F)c21 (stereo not given) | 17
Cc1noc(-c2ccc(-c3noc(-c4cccc(F)c4)n3)cc2)n1 | 9
CC(C)NC(=O)c1ccc(N2CCOCC2)cc1 | 0
Cn1nnc(-c2cccc(C(=O)O)c2)n1 | -2
Cn1c(=O)c2c(=O)c([N+](=O)[O-])c(N3CCOCC3)[nH]c2n(C)c1=O | 6
CN(C)S(=O)(=O)Cc1ccc(Br)cc1 | -2
C/C=C/C(=O)N1c2ccccc2C=CC1C#N (stereo not given) | -10
O=C(COC(=O)C(Cc1c[nH]c2ccccc12)NC(=O)c1ccc(Br)cc1)c1ccc(Cl)cc1 (stereo not given) | -5

# Overlap with the part before: four entries, followed by the next part.
Structure | RBX1-CUL1 inh
Cn1c(=O)c2c(=O)c([N+](=O)[O-])c(N3CCOCC3)[nH]c2n(C)c1=O | 6
CN(C)S(=O)(=O)Cc1ccc(Br)cc1 | -2
C/C=C/C(=O)N1c2ccccc2C=CC1C#N (stereo not given) | -10
O=C(COC(=O)C(Cc1c[nH]c2ccccc12)NC(=O)c1ccc(Br)cc1)c1ccc(Cl)cc1 (stereo not given) | -5
COc1cccc2c3c(c(=O)[nH]c12)CCC(C)(C)O3 | 10
C=CCOc1cccc(/C=C2\N=C(c3ccc(Br)cc3)OC2=O)c1 | -7
O=C(O)CCc1ccccc1Sc1ccccc1F | 10
CC(=O)c1c(C)cc2c3ccc(C)n3ccn12 | 2
Cn1nnnc1SCCCNCc1ccc(-c2ccc(F)c(Cl)c2)o1 | 5
COc1ccc(NC(=O)C2CCN(S(=O)(=O)N(C)C)CC2)cc1Cl | 10
CC(C)CCOC(=O)/C=C/c1cccc(N2C(=O)c3ccccc3C2=O)c1 | -3
COC(=O)c1nnn(CC(=O)Nc2ccc(Br)c(C)c2)c1N | -2
COC(=O)c1ccccc1OC(=O)c1cc(OC)c(OC)cc1OC | -10
COc1ccc(CC(=O)NCC2CCCN(C(=O)CSc3ccccn3)C2)cc1 (stereo not given) | -1
Cc1ccc(C)c(NC(=O)Nc2cc3c(cc2N2CCCCC2)n(C)c(=O)n3C)c1 | -5
FC(F)(F)c1nc2ccccc2[nH]1 | -1
CCOC(=O)c1nnn2c1nc(Sc1nc(C)cc(C)c1C#N)c1ccccc12 | -2
COc1ccc(-c2nc(Cn3c(=O)cc(C)c4c(C)nn(-c5ccccc5)c43)c(C)o2)cc1OC | -14
CCCCn1c(CNC(=O)C23CC4CC(CC(C4)C2)C3)nnc1SCC(=O)Nc1ccccc1 | 8
C=CCn1c(SCC(=O)Nc2scc(-c3cccs3)c2C(=O)OC)nc2sc3c(c2c1=O)CCCC3 | -1
COc1ccc(S(=O)(=O)N2CCCCC2)cc1C | 1
CCc1noc2nc(C)n(CC(=O)O)c(=O)c12 | 0
COc1ccc(CC2(CCC(=O)NCCc3nc(-c4ccccc4)cs3)CCC(=O)N2)c(F)c1 (stereo not given) | 3
O=c1c2ccccc2c2ccccc2c(=O)n1CCc1ccccc1 | 4
O=C(Nc1ccc(F)cc1F)c1cccc(COc2ccc3ccccc3c2)c1 | 0
CCCC(=O)N1CCN(c2ccc(NC(=O)c3ccc(OC)cc3)cc2Cl)CC1 | 0
CCOc1cccc(C(=O)Nc2ccc(NC(=O)c3ccc(Br)cc3)cc2)c1 | 2
CC1(O)N(CCOC23CC4CC(CC(C4)C2)C3)C(=O)OC12CCCCC2 (stereo not given) | 6
Cc1nc(N2CCCC2)ncc1C(=O)NCc1cccc(Cl)c1 | -4
COc1ccc(NC(=O)c2cccc(Cn3cc(Br)cn3)c2)cn1 | -8
O=C(Cn1c(=O)oc2ccc(Cl)cc21)N1CCc2ccccc2C1 | 7
Cc1cc(C)n2nc(SCC(=O)Nc3ccc(Cl)c(Cl)c3)nc2n1 | -2
Cc1ccc(CNC(=O)C(C)n2ccc3cc(S(=O)(=O)N4CCCC4)ccc32)cc1 (stereo not given) | -10
Cc1cc(NC(=O)CSc2nc(-c3ccc(F)cc3)cc(C(F)(F)F)n2)no1 | -6
Cc1ccc(CNC2NS(=O)(=O)C(c3ccc(Cl)cc3)C2C)cc1 (stereo not given) | 2
O=C(CCSC1=NCCS1)Nc1ccccc1Cl | 14
O=C(Nc1ccc(OC(F)(F)F)cc1)c1nn2c(c1Cl)NC(c1ccc(Br)cc1)CC2C(F)(F)F (stereo not given) | 1
Cc1ccc(C(=O)Nc2ccc(NC(=O)c3ccc(C(C)(C)C)cc3)cc2)c2ccccc12 | -8
Nc1c(C(=O)NCc2ccc(Cl)c(Cl)c2)sc2nc(-c3cccs3)ccc12 | -6
CC1CCC(C(C)C)c2[nH]nc(-c3ccc4ccccc4c3)c21 (stereo not given) | -1
CC(=O)C1C(=O)c2c(cccc2[N+](=O)[O-])C1=Nc1ccc(S(N)(=O)=O)cc1 (stereo not given) | 2
NC(=O)c1cc([N+](=O)[O-])cnc1Nc1cccc(C(F)(F)F)c1 | -4
Cc1ccccc1OCC(=O)N/N=C/c1ccccc1Cl | -5
CCOC(=O)c1c(C)[nH]c(C)c1S(=O)(=O)N(C)CC(=O)Nc1ccc(C)c(F)c1 | -1
O=C(/C=C/c1ccc(Br)cc1)NC1CC1 | 2
O=C(OCC1c2ccccc2-c2ccccc21)c1ccc(=O)oc1 | 9
CCC(=O)NC(NNc1ccccc1)(C(=O)OC)C(F)(F)F (stereo not given) | -7
CCCCN1C(=O)C2Cc3c([nH]c4ccccc34)C(c3ccc(OC)cc3)N2C1=S (stereo not given) | 11
COc1ccc(NC(=O)c2cc(-c3ccccc3O)no2)cc1 | 11
CC(C)c1nnc(NC(=O)c2nc(SCc3ccc(F)cc3)ncc2Cl)s1 | 12
O=C(Nc1nc2c(F)cccc2s1)c1ccc2c(c1)OCCO2 | 5
CCc1ccccc1NC(=O)Cn1c(=O)n(CCc2ccccc2)c(=O)c2sc3ccccc3c21 | -2
CCOc1ccccc1CNC(=O)Cn1cc2c(n1)-c1c(oc(C(=O)N3CCCC3)c1C)CC2 | 7
CCCC(=O)N1CCN(c2ccccn2)CC1 | 7
Cc1ccc(-c2noc(-c3nnn(CC(=O)Nc4cc(C)cc(C)c4)c3N)n2)cc1 | -1
Cc1ccc(C)c(Cn2c3ccccc3c3cnn(CC(=O)NC(C)CCc4ccccc4)c(=O)c32)c1 (stereo not given) | -21
C=CCn1c(SCCc2ccccc2)nc2sc3c(c2c1=O)CCCC3 | -2
CC1CN(CC(=O)NC2CCCCCC2)CC(C)O1 (stereo not given) | 3
CC(C)CC(=O)Nc1cc2ccccc2cc1NC(=O)CC(C)C | -6
C[C@@H]1CN(C2(C(=O)N(C)Cc3nccs3)Cc3ccccc3C2)C[C@H](C)O1 | 0

# Continuation.
Structure | RBX1-CUL1 inh
COc1ccc(-c2[nH]ncc2CN2CCC(C(O)c3cccnc3)CC2)c(OC)c1 (stereo not given) | 14
CS(=O)(=O)N(CC(=O)N1CCN(c2cccc(Cl)c2)CC1)c1cc(Cl)cc(Cl)c1 | -1
CCCOC(=O)CN1C(=O)C2C3c4ccccc4C(c4ccccc43)C2C1=O (stereo not given) | 2
CC12CCC(C1)C(C)(C)C2OCC(O)CN1CCN(c2ccccc2F)CC1 (stereo not given) | 1
Clc1cccc(CSc2nnc(C3CCNCC3)o2)c1 | 4
COc1ccc(C2C(C(=O)OCc3ccccc3)C(C)=Nc3nnnn32)cc1 (stereo not given) | 0
CN1CCN(CC#CCC2(O)c3ccccc3-c3ccccc32)CC1 | -9
CCC1CN(C(=O)N2CCC(C(=O)NCCc3ccc(C)cc3)CC2)c2ccccc2O1 (stereo not given) | -2
Cc1ccc(NC(=O)CN2C(=O)C(c3ccc(F)cc3)=NC23CCCCCC3)c(C)c1 | -5
Cc1cc(C)c2oc(-c3ccc(NC(=O)COc4ccccc4C)cc3)nc2c1 | 8
Cc1cccc(OCC(=O)OCc2cc(=O)n3nc(C4CCCCC4)sc3n2)c1 | -1
O=C(NCCc1ccccc1)c1cc(-c2cccc(Cl)c2)on1 | -8
CCNC(=O)CCSc1nnc(-c2ccccc2C)o1 | 7
Cc1ccccc1-n1c(=S)[nH]c2sc3c(c2c1=O)CC(C(C)C)OC3 (stereo not given) | -6
CCOc1ccc(NC(=O)CSc2nc3sc(C)c(C)c3c(=O)n2CC)cc1 | -2
COc1cc(C(=O)Nc2nnc(C)s2)cc(OC)c1OC | 0

# Retrieved by compound from above (4):
Structure | RBX1-CUL1 inh
CCNC(=O)CCSc1nnc(-c2ccccc2C)o1 | 7
Cc1ccc(NC(=O)CN2C(=O)C(c3ccc(F)cc3)=NC23CCCCCC3)c(C)c1 | -5
Cc1cc(C)c2oc(-c3ccc(NC(=O)COc4ccccc4C)cc3)nc2c1 | 8
Cc1cccc(OCC(=O)OCc2cc(=O)n3nc(C4CCCCC4)sc3n2)c1 | -1

# Next part.
Structure | RBX1-CUL1 inh
Clc1cccc(-c2noc(CN3CCC(N4CCCCC4)CC3)n2)c1 | -6
c1ccc(-c2cc(-c3ccccn3)nc(-c3ccccn3)c2)cc1 | 0
O=C(Nc1nccs1)C1CC2CCCC(C1)C2=O (stereo not given) | 13
CC(C)S(=O)(=O)c1ncc(CN2CCCN(C=O)CC2)n1CCc1ccccc1 | 8
CSc1ccccc1-n1cnnn1 | 15
C=CCn1c(C)cn2c3c(=O)n(Cc4cccc(C)c4)c(=O)n(C)c3nc12 | -4
Nc1nnc(Cc2ccc(Cl)cc2Cl)s1 | 1
CCOC(=O)c1sc2nc3c4ccccc4c(-c4ccccc4)nn3c(=O)c2c1C | 2
COc1ccc(-c2noc(CNC(=O)c3ccc(OC)cc3OC)n2)cc1 | -2
CCc1cc2c(Sc3nc(C)cc(C)n3)ncnc2s1 | 3
CC12COC3(C(=O)Nc4ccc(F)cc4)CC1CCC32C (stereo not given) | 1
Cc1ccc(NC(=O)c2ccc(CN3CC(=O)N4CCCCC4C3=O)cc2)c(C)c1 (stereo not given) | -6
Cn1cnnc1SCCC(=O)Nc1ccc(Cl)cc1 | 5
COc1cc(-c2nc3ccc(C)cn3c2Nc2ccc(Cl)cc2)ccc1O | 2
COc1ccccc1/C=C1\C(=O)c2ccccc2SC1c1ccccc1 (stereo not given) | -4
CC(=O)c1cccc2c1N=C(C1Nc3ccccc3C1=O)C2=O (stereo not given) | -5
CCOc1ccc(Nc2sc(C(=O)c3cccc(OC)c3)c(N)c2S(=O)(=O)c2ccccc2)cc1 | -6
COc1ccccc1-n1c(=O)n(C)c2c(C(N)=O)nc(-c3cc(OC)c(OC)c(OC)c3)nc21 | -8
COc1ccc(CN(C)c2ccc(-c3nc(-c4ccc(OC)c(OC)c4)no3)cc2[N+](=O)[O-])cc1 | -2
CN1/C(=C\C(=O)c2ccco2)C(C)(C)c2ccccc21 | -2
O=C1Nc2ccc(Br)cc2/C1=C/c1ccc(OC2CCCC2)cc1 | 7
Cc1ccccc1CNC(=O)C1=Cc2ccccc2OC1 | 2
CC(=O)c1ccc(NC(=O)CSc2nc3c(nnc4ccccc43)c(-c3ccc(C)cc3)c2C#N)cc1 | -7
COc1ccc(N2CCN(C(=O)c3ccc4c(c3)N(Cc3cc(C)ccc3C)C(=O)c3ccccc3S4=O)CC2)cc1 (stereo not given) | 2
CCOc1cc(Br)c(Br)c(C=Nc2cccc(NC(=O)c3ccccc3Cl)c2)c1O | -2
CN1CCc2c1nc1ccccc1c2NC(=O)CN1C(=O)c2ccccc2C1=O | 2
CCSc1nc(CC(=O)N2CCCC2c2ccc(C(N)=O)s2)cs1 (stereo not given) | -7

# These rows are one share of the data, so the mix of outcomes need not match the whole.
